# PPARg SRC-3 ag: agonists of human PPARgamma SRC-3 coactivator recruitment; activation, % at 8 µM; 0.26% of 200,000 active; biochemical PPARgamma/SRC-3 coactivator recruitment assay; AID 731; in the data active means activation above about 23%;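 further: 0% = DMSO and 100% = reference agonist; some compounds past the cut are filed as inactive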
# TNAP inh no acc: inhibitors of human TNAP without phosphate acceptor. P05186. purified TNAP, CDP-star luminescence, 30 min. inhibition, % at 20 µM. 0.26% of 200,000 active. AID 1012;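 active means tissue-nonspecific alkaline phosphatase inhibition above about 50% at 20 µM in the single-dose screen, limit read from the data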;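 further: 0% = DMSO negative control and 100% = EDTA positive control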
# Target sequence (P05186 whole entry, looked up): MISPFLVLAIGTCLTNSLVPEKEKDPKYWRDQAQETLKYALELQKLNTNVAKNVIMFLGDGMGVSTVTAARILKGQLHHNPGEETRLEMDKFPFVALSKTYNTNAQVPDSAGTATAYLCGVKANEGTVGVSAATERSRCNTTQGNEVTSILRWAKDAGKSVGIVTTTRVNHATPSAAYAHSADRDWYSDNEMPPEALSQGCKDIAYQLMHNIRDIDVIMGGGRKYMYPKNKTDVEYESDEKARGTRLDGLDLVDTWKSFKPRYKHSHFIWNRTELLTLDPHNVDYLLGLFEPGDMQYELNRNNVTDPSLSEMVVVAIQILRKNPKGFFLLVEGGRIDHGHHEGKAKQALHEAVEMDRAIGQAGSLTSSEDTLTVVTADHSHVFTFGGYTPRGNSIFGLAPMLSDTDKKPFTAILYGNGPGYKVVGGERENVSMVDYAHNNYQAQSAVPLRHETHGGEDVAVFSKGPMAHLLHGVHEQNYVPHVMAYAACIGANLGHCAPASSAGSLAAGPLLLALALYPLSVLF
# TNAP act hi DEA: increases human TNAP activity under high phosphate acceptor concentration; purified TNAP, CDP-star luminescence, 1 M DEA, 30 min; stronger effect = higher value; 0 = EDTA background, 1 = DMSO-only activity; P05186; activation factor at 20 µM; 200,000 tested, under 10 active;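 active means activation factor at least 2 at 20 µM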
#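 Control set: EDTA negative control, DMSO positive control / Assay system: human TNAP / Quantity: TNAP 1/800 final / Evaluation: TNAP activation factor scaled between EDTA and DMSO control wells / Measured by: luminescent substrate turnover signal / Compound dosing: one dose, 20 µM / Times: 30 min enzyme reaction at room temperature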
# PPARg SRC1 recr: promotes SRC-1 coactivator recruitment by human PPARgamma. PPARgamma-SRC-1 coactivator recruitment biochemical assay. activation, % at 8 µM. 0.41% of 200,000 active; in the data active means activation above about 19%;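 further: 0% = DMSO and 100% = reference agonist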
# TNAP inh hiacc: TNAP (human) inhibition, high acceptor; P05186; purified TNAP, CDP-star luminescence, 1 M DEA; inhibition, % at 20 µM; 0.03% of 200,000 active;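 active means over 50% inhibition of tissue-nonspecific alkaline phosphatase at 20 µM in the single-dose screen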;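 further: plate controls were DMSO wells for no effect and EDTA-quenched wells as full inhibition for full effect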
# bIAP act: increases bovine intestinal alkaline phosphatase activity | purified bovine IAP, CDP-star luminescence, 30 min; stronger effect = higher value; fold of DMSO-control signal, blank-subtracted | 0.17% of 200,000 active | activation factor at 20 µM | AID 1016;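 active means activation factor of 2 or more at 20 µM, a signal rise over negative controls twice the positive control's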
# Efa HMGR inh: blocks class II HMG-CoA reductase of Enterococcus faecalis. purified E. faecalis HMGR, NADPH absorbance 340 nm kinetic. inhibition, % at 10 µM. 0.41% of 190,000 active;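 active means inhibition above a set limit, the median over all tested compounds plus 3 SD, cut at about 9.5% in these data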;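 further: enzyme runs in reverse so mevalonate oxidation gives rising NADPH absorbance; 0% = complete reaction with DMSO and 100% = background rate lacking mevalonate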
# TR-FRET SRC-2 ct: flags TR-FRET format artefacts in PPARgamma SRC-2 recruitment agonist screen | 0.4% of 200,000 active | TR-FRET artefact counter-screen; stronger effect = higher value | AID 1049 | TR-FRET ratio at 8 µM; in the data active means TR-FRET ratio above about 2000; further: inactives centre near 1500
# bIAP inhibitor: blocks bovine intestinal alkaline phosphatase activity; purified bovine IAP, CDP-star luminescence, 30 min; inhibition, % at 20 µM; 190,000 tested, under 10 active; AID 1019;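 active means over 50% inhibition of intestinal alkaline phosphatase at 20 µM in the single-dose screen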
#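 Incubation: 30 min reaction at room temperature / Material: purified bovine intestinal alkaline phosphatase (IAP) enzyme / Input: enzyme at 1/65,000,000 dilution / Dosing: 20 µM single dose / Signal: CDP-star luminescence signal / Reagent: CDP-star chemiluminescent phosphatase substrate, 30 µM final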
# PPARg SRC-2 ag: agonists of SRC-2 recruitment by human PPARgamma; P37231; PPARgamma LBD-SRC-2 recruitment, biochemical; activation, % at 8 µM; 0.34% of 200,000 active; in the data active means activation above about 22%;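 further: 0% = vehicle and 100% = reference agonist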
# Numbers without * were called inactive; / = not tested or not shown.
SMILES,PPARg SRC-3 ag,TNAP inh no acc,TNAP act hi DEA,PPARg SRC1 recr,TNAP inh hiacc,bIAP act,Efa HMGR inh,TR-FRET SRC-2 ct,bIAP inhibitor,PPARg SRC-2 ag
Cc1ccc(-c2ccccc2[C@@H]2C[C@H]3CN(C)C(=O)[C@]34CCCN24)o1,8,-3,1.1,6,-5,1.1,-2,1779,-6,5
CCCN(CCC)C(=O)c1cc(-c2ccc3c(c2)OCO3)nc2ccccc12,-6,-7,1,3,-4,1,-9,1463,-4,-1
O=c1[nH]cnc2c1cnn2Cc1ccccc1,0,-13,1,6,-1,0.9,-5,1641,6,1
Cc1ccc2c(Cl)c(C(=O)NCC3CCCO3)sc2c1 (stereo not given),0,-2,1,2,1,1,0,1630,-3,11
CCOC(=O)N1CCN(C(=O)c2cc(COc3ccc4ncccc4c3)on2)CC1,3,-9,1,12,-3,1.1,3,1712,-6,4
CC(=O)Nc1ccc(Cl)c(C(N)=O)c1,1,-10,1,-2,-2,0.9,-1,1563,6,13
CS(=O)(=O)N(CC(=O)N1CCN(Cc2ccccc2)CC1)Cc1ccccc1,0,-12,1,-6,2,1,-4,1453,-3,5
OCc1nc2ccccc2n1CCCOc1ccccc1,2,-6,1,9,-3,1,2,1762,-3,13
CCOC(=O)c1c(-c2ccccc2)csc1NC(=O)/C(C#N)=C/c1ccc(O)c(OC)c1,-7,23,0.6,8,37,0.5,-9,1507,/,0
Cc1onc(-c2c(F)cccc2Cl)c1C(=O)Nc1cccc(Cn2cccn2)c1,6,-9,1,3,-3,1,-7,1666,-3,3
CCCc1nc(SCC(=O)Nc2nc3c(s2)CCCC3)c2ccccc2n1,10,-2,1,-2,-4,0.9,-7,1574,5,2
CCCn1c(CNC(=O)c2ccccc2)nc2ccccc21,4,-13,1.1,15,-6,0.9,-10,1773,6,5
N#CC(c1ccc(Cl)cc1)c1cccc(Cl)n1 (stereo not given),-3,-5,1,-3,1,1,-1,1427,-2,-4
Cc1nc(NC(=O)COC(=O)CCc2nc3ccccc3s2)c(Cl)cc1Cl,0,-11,1,-5,-2,0.6,-9,1406,38,4
Cc1c(-c2cccc(NC(=O)c3cccs3)c2)nc2ncccn12,2,13,0.9,2,8,1,-1,1580,0,-1
Cc1[nH]c2ccccc2c1C(=O)CCl,6,-6,1,4,-4,1,0,1425,4,-2
CC(C)OC(=O)CC12CN3CN(C1)CC(CC(=O)OC(C)C)(C3)C2=O,-1,-12,1,-3,-3,1,-6,1428,-4,-3
Cc1cccc(C(CC(=O)NCCc2ccccc2)c2ccccc2)c1O (stereo not given),1,-15,1.1,8,-7,1.2,4,1466,-20,-4
COC(=O)c1c(NC(C)=O)sc2c1CCCC2,8,-11,1.1,0,-6,1,4,1633,0,6
CCn1nc2cc(C(=O)NCC34CC5CC(CC(C5)C3)C4)ccc2c1OC,13,-8,1,4,-4,1,-4,1621,3,8
Cc1ccc(C)c(NS(=O)(=O)c2ccc(OCC(=O)NCc3ccco3)cc2)c1,-14,-11,1,-1,0,0.9,-4,1598,11,5
Cc1cc(C(F)(F)F)n(-c2nc(C(=O)NNS(=O)(=O)c3ccccc3)cs2)n1,1,-11,1.1,4,-5,0.8,2,1766,20,10
O=C(CSc1ccc(-c2ccncc2)nn1)c1ccccc1,3,-6,1,3,-1,0.9,-3,1860,8,13
CCOC(=O)c1ccccc1NC(=S)N1CCC(C(N)=O)CC1,-1,-11,1,-2,-3,1,-6,1298,-4,-7
COC(=O)c1ccc(CSc2nnc(NC(C)C)s2)cc1,3,-11,1,5,-3,0.9,-6,1507,5,-8
COC(=O)c1cc(Nc2cc(C)nc3ncnn23)cc(C(=O)OC)c1,7,2,1,-3,0,0.9,1,1597,6,8
O=C(Nc1ccc(Cl)cc1)NC1CCCc2ccccc21 (stereo not given),-8,-10,1.1,-3,-5,0.8,0,1454,25,3
Cc1cccc(Nc2nc(N3CCCC3)nc(N3CCCC3)n2)c1,1,-7,1.1,-3,-5,0.9,-1,1562,6,5
Cc1ccsc1/C=C(\C#N)C(=O)NC1CCS(=O)(=O)C1 (stereo not given),0,-4,1,1,1,1.1,-4,1718,-7,-3
O=C(NCc1ccncc1)Nc1ccccc1,9,-19,1,-1,-3,0.9,-1,1550,6,0
Cc1nc(CC(=O)c2ccc(O)cc2O)cs1,-7,3,1,2,-1,0.9,-3,1458,13,0
COc1ccc(OC)c(NC(=O)C2CCCNC2=O)c1 (stereo not given),-10,-11,1,-4,0,0.9,-5,1244,5,-2
Cc1nc2oc(C(=O)c3ccc(Br)cc3)c(N)c2c2c1COC(C)(C)C2,0,-7,1,0,-2,0.9,1,1615,9,-1
CS(=O)(=O)N1CCN(C(=O)NC2CCCCC2)CC1,2,-10,1.1,-1,-5,1,-6,1499,-2,-2
Cc1cccc2sc(NC(=O)CCNS(=O)(=O)c3cccc4nonc34)nc12,5,-4,1,5,2,0.9,0,1493,5,2
C=CCn1c(SC2CCOC2=O)nc2sc(C)c(C)c2c1=O (stereo not given),-8,-8,1.1,-1,-5,1.1,-3,1690,-11,9
Cc1ccc(CCNC(=O)C2CCC(=O)N2C(C)C)cc1 (stereo not given),-4,-7,1.1,0,-6,0.9,-6,1437,12,-1
CCCCC(=O)Nc1ccccc1Oc1ccccc1,0,-17,1,-9,2,0.9,-10,1441,10,-4
CCOC(=O)C1=C(N)n2c(s/c(=C\c3cccs3)c2=O)=C(C(=O)OCC)C1c1cccs1 (stereo not given),-4,3,1,6,2,0.8,1,1606,23,4
Cc1cc(=O)n(C)c(=O)n1CCCCOc1cccc([N+](=O)[O-])c1,0,-8,1,4,-2,0.9,1,1551,9,-3
CC1CCN(c2c(NCC3CCC(C(=O)Nc4ccccn4)CC3)c(=O)c2=O)CC1 (stereo not given),4,-13,1.1,-4,-6,0.9,-2,1572,8,-2
COc1ccccc1CCNC(=O)c1ccoc1C,10,-3,1.1,6,-5,0.9,-4,1519,6,-1
Cc1cccc(N2CCN(C(=O)c3ccncc3)CC2)c1C,11,-6,1,-2,1,0.9,-6,1610,6,6
O=C(N/N=C/c1ccccc1C(F)(F)F)c1ccc(O)cc1,3,-16,1,4,-4,1,0,1607,4,-2
CCN(CC)S(=O)(=O)c1cccc(-c2nnc(SC(C)C(=O)NCCC3=CCCCC3)o2)c1 (stereo not given),3,/,/,9,/,/,1,1678,/,12
O=C(Nc1ccc2c(c1)OCCO2)C1CCN(S(=O)(=O)c2ccccc2)CC1,0,-11,1,4,-3,1.2,-3,1596,-16,9
Nc1nnc(CSc2ccc(Cl)cc2)s1,-3,-10,1,11,-3,1,-2,1430,-1,-10
COc1cccc(/C=N/NC(=O)c2ccc([N+](=O)[O-])cc2Cl)c1O,-3,-39,0.9,-2,6,0.7,4,1533,26,-3
Cc1ccc(O)c(C(CC(=O)NC2CCCCC2)c2ccccc2)c1 (stereo not given),1,-16,1,13,-4,1.1,-3,1558,-7,0
Cc1ccc(C(=O)COC(=O)c2cccc(N3C(=O)c4c(C)nc5ccccc5c4C3=O)c2)cc1C,3,-8,1,8,-1,1,-4,1646,2,2
Cc1ccc2nc(-c3ccccn3)cc(C(=O)NC(C)C(C)(C)C)c2c1 (stereo not given),-2,2,1.1,4,-6,1,1,1516,-1,5
NC(=O)C1CCN(C(=O)CCC(=O)c2ccc(Br)cc2)CC1,-7,-4,1,-6,-4,1.2,0,1520,-21,2

# Screens deposited in PubChem BioAssay by several laboratories.
